# Screening data (PubChem BioAssay)
# BaF3 parental: parental Ba/F3 viability inhibition as JAK2V617F counter-screen. CellTiter-Glo ATP luminescence. inhibition, % at 5.6 µM. 1.1% of 220,000 active. AID 1486;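 active = inhibition above a per-campaign cutoff, the mean inhibition of all tested compounds plus 3 SD, cut at about 27% in these data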;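 also: 0% = DMSO wells and 100% = JAK Inhibitor I control wells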
# PPC-1+TRAIL kill: PPC-1 cancer cell killing with TRAIL present. 0.41% of 220,000 active. PPC-1 cells + TRAIL, ATPLite viability luminescence. cell killing (% activity), % at 4 µM;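 active = cell killing above 50% in the first pass at 4 µM, then a duplicate retest at 5 µM averaging 50% or more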;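 also: plate controls were cells with TRAIL plus DMSO for no effect and medium-only wells lacking cells for full effect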
# Ba/F3 V617F tox: lowers viability of Ba/F3 cells expressing EpoR and JAK2V617F | ATP luminescence | inhibition, % at 5.6 µM | 1.1% of 220,000 active;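 active = inhibition above the campaign mean plus 3 SD over all tested compounds, cut at about 24% in these data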;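 also: cytokine-independent growth of Ba/F3 cells driven by EpoR plus mutant JAK2; 0% = DMSO-treated cells and 100% = JAK inhibitor I control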
# TRPN1 ag: activates the zebrafish TRPN1 channel | HEK293 zebrafish TRPN1-YFP, Fluo-8 calcium fluorescence; 100% = response to 87 µM carbachol | activation, % at 3 µM | 0.18% of 220,000 active | AID 1424;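 active = activation above its plate's cutoff, the mean activation of test wells on that plate plus 3 SD, cut at about 19% in these data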;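 also: 0% = DMSO alone and 100% = 87 µM carbachol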
#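 System: zebrafish TRPN1-YFP in HEK293 cells / Dosing: 3 µM single point / Timing: dye loading 1 h at 37 °C, then 30 min room temperature / Signal: Fluo-8 calcium fluorescence, excitation 470-495 nm, emission 515-575 nm / Read-out basis: percent activation from peak over basal fluorescence ratio, control-normalized / Control set: high carbachol 87 µM, low DMSO alone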
# RBBP9 inh: human RBBP9 hydrolase inhibition | O75884 | recombinant RBBP9, FP-Rh probe fluorescence polarization | inhibition, % at 7.94 µM | 0.2% of 220,000 active;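 active = inhibition above the campaign mean of all tested compounds plus 3 SD, cut at about 14% in these data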;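 also: plate controls were DMSO wells with RBBP9 for no effect and wells lacking RBBP9 protein for full effect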
# Target sequence (O75884 whole entry, looked up): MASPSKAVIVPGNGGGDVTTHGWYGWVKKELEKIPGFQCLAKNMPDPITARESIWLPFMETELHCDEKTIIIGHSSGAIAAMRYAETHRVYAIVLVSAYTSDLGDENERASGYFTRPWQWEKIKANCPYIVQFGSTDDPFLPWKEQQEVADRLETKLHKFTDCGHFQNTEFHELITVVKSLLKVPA
#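 Material: RBBP9 protein. Amount: RBBP9 at 2.5 µM in dispensed solution, before mixing. Schedule: 30 min then 45 min, 25 °C. Medium: Tris buffer pH 8.0, NaCl, Pluronic. Measured by: fluorescence polarization. Measure: percent inhibition from mP, scaled between DMSO and no-protein wells. Replication: one well per compound.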
# TNF death inh: TNF-alpha cell death inhibition in Jurkat FADD-/- cells | Jurkat FADD-/- TNF necroptosis rescue, ATP luminescence, 24 h; 0 = TNF only, 100 = no-TNF cells | activation (protection from cell death), % at 10 µM | 0.068% of 220,000 active | AID 463075;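 active = activation, meaning protection from cell death, of at least 50% relative to plate controls; inactive = activation below 50%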;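 also: necroptosis triggered by 40 ng/mL TNF-alpha added together with compound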
# CHOP inh: CHOP inhibition in unfolded protein response | 3.8% of 220,000 active | inhibition, % at 10 µM | CHO-K1 CHOP-promoter luciferase, tunicamycin-induced, 15-18 h;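 active = compounds that reduced the stress-induced luciferase reporter signal by more than about 70% of percent inhibition, limit read from the data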;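 also: 0% = tunicamycin plus vehicle and 100% = wells without tunicamycin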
# Wee1 degr inh: blocks degradation of human Wee1 kinase. HeLa Luc-Wee1K328M stability, luciferase luminescence; 100% = proteasome inhibitor MG132 effect. reporter increase, % at 5 µM. 1.2% of 220,000 active. AID 1321;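 active = activation above the mean of all tested compounds plus 3 SD, set per screening run, cut at about 8.8% in these data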;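 also: cells exposed to compound for 20 h before luminescence read; 0% = DMSO alone and 100% = MG132 at 30 µM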
# Target sequence (P30291 whole entry K328M): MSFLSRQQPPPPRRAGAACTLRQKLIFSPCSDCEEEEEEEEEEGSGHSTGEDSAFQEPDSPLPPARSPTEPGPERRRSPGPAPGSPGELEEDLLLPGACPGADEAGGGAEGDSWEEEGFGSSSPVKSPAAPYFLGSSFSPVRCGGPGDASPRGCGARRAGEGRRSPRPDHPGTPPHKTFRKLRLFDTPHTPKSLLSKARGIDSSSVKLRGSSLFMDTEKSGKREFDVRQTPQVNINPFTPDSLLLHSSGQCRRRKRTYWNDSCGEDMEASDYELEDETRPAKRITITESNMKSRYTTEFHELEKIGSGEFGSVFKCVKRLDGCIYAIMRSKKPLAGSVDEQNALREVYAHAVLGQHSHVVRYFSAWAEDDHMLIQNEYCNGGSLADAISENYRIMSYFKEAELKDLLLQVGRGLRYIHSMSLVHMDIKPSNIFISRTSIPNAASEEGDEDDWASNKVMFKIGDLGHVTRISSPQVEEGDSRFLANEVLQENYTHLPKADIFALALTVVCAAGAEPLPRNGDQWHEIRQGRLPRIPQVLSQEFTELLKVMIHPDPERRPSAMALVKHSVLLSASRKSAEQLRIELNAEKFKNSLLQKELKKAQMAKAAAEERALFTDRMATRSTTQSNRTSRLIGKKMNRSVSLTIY
# TRPML3 ag: human mucolipin-3 channel agonism; HEK293 TRPML3-YFP, Fluo-8 calcium fluorescence; 100% = the carbachol control signal; activation, % at 3 µM; 0.29% of 220,000 active;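 active = activation above its plate's cutoff, the mean activation of the plate's test wells plus 3 SD, cut at about 12% in these data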;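 also: 0% = DMSO only wells and 100% = carbachol wells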
#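 Test system – HEK293 line with stable expression of human TRPML3-YFP channel · Control set – carbachol 87 µM final as high control (100%), DMSO as low control (0%) · Signal – Fluo-8 calcium dye fluorescence, ex 470-495, em 515-575 nm · Incubation – 1-h 37 °C dye load, 5-s basal, 120-s post-compound reads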
# Active calls of the source: *; . = no result given; ! = a repeat was not active.
# Second line of a record – BaF3 parental	PPC-1+TRAIL kill	Ba/F3 V617F tox	TRPN1 ag	RBBP9 inh	TNF death inh	CHOP inh	Wee1 degr inh	TRPML3 ag
> CCOC(=O)c1sc(NS(=O)(=O)c2cc(C)ccc2C)nc1C
  2	19	-2	-0.1	-8	2.0	10	-2	0.2
> CCOC(=O)C1C(=O)NC(c2ccccc2)=NC1c1cccc(Br)c1 (centres undefined)
  0	5	2	-0.2	-6	-0.2	19	1	0.9
> O=C(Nc1nccs1)c1cc(-c2ccccc2)nn1-c1ccccc1
  7	30	0	0.5	-5	0.1	24	-3	1.3
> O=C(O)CNC(=S)N(Cc1ccccc1)Cc1ccccc1F
  7	0	4	-0.7	0	0.4	14	2	-0.3
> Cn1c(N)c(S(=O)(=O)N2CCN(c3ccccc3)CC2)c(=O)n(C)c1=O
  3	28	0	0.5	2	-1.1	-8	1	-0.3
> COc1ccccc1C1CC(c2ccc(F)cc2)Nc2ncnn21 (centres undefined)
  0	6	-5	0.3	1	-0.1	-6	-1	0.4
> CCC(C)c1ccc(S(=O)(=O)N2CCN(C(=O)COc3ccc4c(C)cc(=O)oc4c3)CC2)cc1 (centres undefined)
  3	19	0	1.5	-7	-5.1	50	1	-0.9
> CCc1ccc(N2C(=O)CC(NNc3nc4ccccc4s3)C2=O)cc1 (centres undefined)
  12	5	2	1.8	-2	0.3	42	2	0.6
> Cc1cc(C)nc(N2CCC(C(=O)NCCc3ccc(Cl)cc3)CC2)n1
  0	2	-2	-2.1	7	0.4	2	0	-0.4
> Cc1cc(Cl)ccc1Oc1ncnc2oc(-c3ccccc3)cc12
  3	6	2	1.4	-9	-1.4	27	-2	0.1
> CCOC(=O)c1c(C)oc2ccc(OCC(=O)C(C)(C)C)cc12
  6	-6	3	-0.5	11	0.3	54	4	-0.2
> COc1ccc2c(c1OC)C(=O)N1C(C(=O)O)Cc3c([nH]c4ccccc34)C21 (centres undefined)
  10	7	1	0.3	0	-0.5	-5	-1	0.7
> CCn1c(=O)cc(SCC(=O)NCc2ccco2)c2ccccc21
  12	11	4	0.6	5	-8.4	18	2	-0.7
> COCCn1c(SCC(=O)Nc2cc(C)on2)nnc1-c1c[nH]c2ccccc12
  4	14	-4	-0.3	2	0.6	9	5	0.0
> CCC(C)c1ccc(NC(=S)Nc2ccc(OC)cc2)cc1 (centres undefined)
  7	-2	1	1.2	-8	-7.5	44	-2	1.4
> O=S(=O)(c1ccc2ccccc2c1)N(CC(O)CN1CCOCC1)c1ccccc1 (centres undefined)
  7	-2	1	1.0	-1	-3.1	-39	-1	0.5
> COc1ccc(C2c3[nH]c4ccccc4c3CCN2Cc2cccn2-c2ncccn2)cc1C (centres undefined)
  3	26	4	-0.7	-1	2.4	8	2	0.6
> O=C(O)Cc1ccc(NC(=O)c2cccs2)cc1
  5	5	-1	0.9	-11	-1.1	41	-3	1.0
> O=c1nc(N2CCOCC2)nc(N/N=C/c2ccc3c(c2)OCO3)[nH]1
  1	0	-2	0.3	-1	1.0	10	4	0.5
> Oc1c(I)cc(I)c2cccnc12
  3	17	-2	0.3	13	0.5	1	-2	1.1
> Nc1ccccc1SCC(=O)Nc1ccc(N2CCOCC2)cc1
  -3	12	-4	0.3	2	1.1	-25	-2	1.6
> N#C/C(C(=S)Nc1ccccc1)=C1/NN=C(N2CCOCC2)N1c1ccccc1
  4	-6	-1	1.5	2	-0.8	-28	-1	0.3
> O=C(Nc1ccc(Oc2ccccc2)cc1)C1CCN(c2ncccn2)CC1
  3	29	3	1.1	-8	-2.1	20	-1	0.5
> COc1cccc(CN2CCN(C(=O)c3cc(-c4ccccn4)nc4ccc(Cl)cc34)CC2)c1
  7	16	1	0.9	1	-2.0	27	-1	1.0
> CCCN(c1ccc(C(=O)OC)cc1)S(=O)(=O)c1ccccc1
  3	-8	-3	-2.1	-1	0.4	15	0	11
> Clc1ccc2c(N/N=C/c3cccc(Br)c3)ccnc2c1
  7	0	0	-1.7	-10	-10.0	105*	1	0.0
> Cc1ccc(/C=C2\SC(=S)N(CC(=O)Nc3ncc(Cc4ccccc4Cl)s3)C2=O)cc1
  2	-2	0	1.0	-7	-3.0	13	-2	0.2
> O=C(O)c1ccc(N/N=C/c2cn(Cc3ccccc3F)c3ccccc23)cc1
  -2	-12	5	1.3	17*	-0.2	13	-2	0.8
> Cc1ccccc1NC(=O)N1CCN(C/C=C/c2ccccc2)CC1
  7	8	1	0.4	7	0.4	-3	-1	0.7
> COCCNC(=S)N/N=C(\C)c1cccc(OC)c1
  0	-15	-4	-0.1	-10	0.5	23	5	0.6
> O=C(NCc1ccc(Cl)cc1)C1CCN(c2cnccn2)CC1
  2	-2	1	0.6	-7	26	40	-4	0.8
> O=C(NC1CCCCCC1)c1cc(S(=O)(=O)N2CCOCC2)ccc1N1CCCCC1
  2	-13	-2	-1.2	-14	-4.0	31	-4	-1.5
> CCn1ccnc1C(O)c1cccc(OC)c1OC (centres undefined)
  2	31	-4	0.6	1	0.6	-18	3	0.4
> CCOC(=O)c1cc(C)n(-c2ccc(OC)c(OC)c2)c1C
  3	8	0	-0.9	-1	0.4	19	1	0.3
> O=C(Nc1ccccc1C(=O)O)c1cc(S(=O)(=O)N2CCCCC2)cs1
  0	3	-3	1.0	-8	0.8	-11	-2	-0.6
> Cc1cc(NC(=O)CSc2nnnn2Cc2ccccc2)no1
  2	-10	4	-0.5	-5	-1.2	-8	3	-0.6
> COc1ccc(C)cc1Nc1nnc(C)c(=O)[nH]1
  2	8	-3	-1.0	6	0.5	6	3	0.4
> O=c1cc(CO)oc(CN2CCN(c3ccccc3F)CC2)c1O
  1	-18	-5	1.4	7	-1.7	-4	-4	0.5
> COc1cc(OC)cc(C(=O)N2CCC(N3CCCCCC3)CC2)c1
  5	10	2	0.6	11	-1.0	11	2	0.7
> CCN(CC(=O)Nc1ccc2c(c1)OCCO2)CC(=O)Nc1cc(C)on1
  -3	-4	-4	1.1	-3	0.2	17	4	-0.1
> CCOC(=O)N1CCC(NC(=O)C2CCCN2C(=O)OCc2ccccc2)CC1 (centres undefined)
  0	-4	-6	0.3	11	0.4	17	-3	1.1
> Cc1cc(C)c2c(N)c3ccccc3nc2n1
  5	48	1	1.6	-9	-20	13	-2	-0.1
> CNc1nc(-c2c[nH]c3ccccc23)cs1
  2	20	-1	0.2	-7	-4.6	8	1	0.7
> COc1ccc(CCn2nnnc2C(C(C)C)N2CCN(c3ncccn3)CC2)cc1OC (centres undefined)
  6	12	-1	0.2	-5	-1.4	8	-2	0.1
> O=C(COc1cccc2ccccc12)N1CCN(c2ccccn2)CC1
  0	-1	-3	-1.3	-5	-0.4	19	1	0.0

# 4 entries out of the list, ordered by length of the SMILES, low to high:
# Second line of a record – BaF3 parental	PPC-1+TRAIL kill	Ba/F3 V617F tox	TRPN1 ag	RBBP9 inh	TNF death inh	CHOP inh	Wee1 degr inh	TRPML3 ag
> COc1ccc(C)cc1Nc1nnc(C)c(=O)[nH]1
  2	8	-3	-1.0	6	0.5	6	3	0.4
> O=c1cc(CO)oc(CN2CCN(c3ccccc3F)CC2)c1O
  1	-18	-5	1.4	7	-1.7	-4	-4	0.5
> Cc1cc(C)nc(N2CCC(C(=O)NCCc3ccc(Cl)cc3)CC2)n1
  0	2	-2	-2.1	7	0.4	2	0	-0.4
> O=C(Nc1ccccc1C(=O)O)c1cc(S(=O)(=O)N2CCCCC2)cs1
  0	3	-3	1.0	-8	0.8	-11	-2	-0.6

# Continuation:
# Second line of a record – BaF3 parental	PPC-1+TRAIL kill	Ba/F3 V617F tox	TRPN1 ag	RBBP9 inh	TNF death inh	CHOP inh	Wee1 degr inh	TRPML3 ag
> O=C(CN1CCN(S(=O)(=O)c2ccc(Cl)cc2)CC1)Nc1ccc2c(c1)OCCO2
  7	3	0	1.9	-3	-1.9	13	3	1.2
> CCCCc1oc2ccccc2c1C(=O)c1cc(I)c(OCCN(CC)CC)c(I)c1
  6	4	0	-0.7	0	-1.0	86*!	-3	0.3
> COCCCNC(=S)N1CCN(S(=O)(=O)c2ccc(OC)cc2)CC1
  2	4	0	-0.6	-19	4.4	8	1	2.0
> COc1ccc(C(=O)N2CCC(O)(c3ccc(Cl)cc3)CC2)cc1OC
  6	15	-1	1.5	5	0.2	-6	-1	0.5
> O=C1CC(=C(c2ccccc2)c2ccccc2)C(=O)N1CCCCN1CCN(c2cccc(Cl)c2)CC1
  2	18	0	-2.2	-1	-5.0	52	1	-0.5
> Fc1ccccc1CSc1nnc(-c2cnccn2)n1Cc1ccco1
  3	13	-3	-2.1	-4	-0.1	23	-2	0.1
> Cc1nn(CC(O)Cn2cnc3c2c(=O)n(C)c(=O)n3C)c(C)c1Br (centres undefined)
  2	15	-1	0.6	3	-0.4	17	-1	0.2
> COc1cc(/C=N/NC(=O)C(=O)NCc2ccco2)ccc1O
  8	17	7	-1.5	3	0.2	7	-2	-0.3
> CCOC(=O)c1ccc(NC(=O)CCc2c(C)nc3ncnn3c2C)cc1
  4	21	-1	0.3	3	-1.6	-7	-1	0.1
> O=C(CSc1nc2ccccc2n1CCc1ccccc1)N1CCOCC1
  7	4	0	-1.1	-4	1.2	4	0	0.2
> NC(=O)COC(=O)c1ccccc1SCC(=O)NC1CCCCCC1
  5	35	-1	1.7	-5	2.1	7	-2	0.8
> COc1cc2cc(C(N)=O)c(N)nc2cc1OC
  -1	19	-4	-1.0	1	-3.1	11	3	0.7
> Cc1ccc2c(C)c(C(=O)NCc3ccc(S(N)(=O)=O)cc3)oc2c1
  6	0	3	1.6	-13	-0.6	20	1	0.8
> O=C(Nc1ccccc1C(=O)NCCCn1ccnc1)c1ccccc1
  5	4	6	1.6	-6	1.1	14	-1	1.1
> Cc1ccc(CNC(=O)C2CCCN2C(=O)NCc2ccccc2)cc1 (centres undefined)
  6	7	0	-0.3	0	-0.4	7	-1	0.0
> CCOC(=O)c1c(C)[nH]c(C)c1C(=O)COC(=O)C1CCCN1S(=O)(=O)c1ccccc1F (centres undefined)
  5	7	-2	-0.2	-4	-3.0	30	-1	0.0
> COc1cc(OC)cc(C(=O)NCc2nc(-c3ccccc3)no2)c1
  0	13	1	-1.0	-9	-1.0	15	2	-1.3
> O=C(Nc1ccc(Br)cn1)c1cccc2c1-c1ccccc1C2=O
  5	.	-1	0.9	-4	-6.4	-16	-1	0.3
> COc1cc(/C(C)=N\NC(N)=S)cc(OC)c1OC
  5	20	0	0.4	-1	5.4	20	-2	1.3
> O=c1c([N+](=O)[O-])c(N2CCOCC2)c2ccccc2n1Cc1ccccc1
  -5	12	-1	-0.3	-7	-2.4	17	-2	0.3
> COc1ccc(NC(=O)c2cc3c(Cl)nc4ccccc4c3s2)c(OC)c1
  2	36	-2	-0.8	-6	3.3	37	-3	0.5
